Screens: PubChem, Broad Institute
ARNT-TACC3 inh: disrupts binding between human ARNT and TACC3. Q9Y6A5. AlphaScreen His-ARNT PAS-B/GST-TACC3 binding, luminescence; TACC3 fragment carries E629A point mutation. inhibition, % at 9.99 µM. hit rate 0.66% among 390,000;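 active means mean inhibition of replicates at least 50% and at least half of replicates each reaching 50%; inconclusive means half or more replicates reach 50% but mean below 50%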;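 further: 0% = complete ARNT plus TACC3 wells and 100% = ARNT alone without TACC3; many hits fall short of the cut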
PAX8 reporter: PAX8 transcriptional activity inhibition; RMG-I TPO-luciferase reporter, SteadyGlo, 24 h; AID 652154; hit rate 1.2% among 360,000; inhibition, % at 12.6 µM;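 active means mean replicate inhibition at least 60% with every replicate also reaching 60%; inconclusive means only one of the two criteria is met; inactive means mean below 60% and not all replicates reaching 60%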;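 further: luciferase light reporting Pax8 driven TPO promoter activity; plate controls were median of neutral control wells for no effect and mitoxantrone controls for full effect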
EWS-Fli inh: inhibitors of EWS/Fli oncoprotein transcriptional activity; inhibition, % at 12.6 µM; A673 NR0B1-luciferase reporter, viability-normalised; hit rate 0.67% among 350,000;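 active means mean inhibition of at least 50% after viability correction, with every replicate also passing that limit; inconclusive means mean reaches 50% but only one of two replicates passes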;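 further: firefly luciferase signal divided by Alamar Blue viability fluorescence both relative to DMSO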
DENV2 CPE rescue: inhibitors of DENV2 cytopathic effect. DENV2-infected cells, cytopathic effect rescue, plate reader. CPE inhibition, % at 9.99 µM. hit rate 1.7% among 350,000. AID 651640; in the data active means CPE inhibition above about 20%, passing the limit was not always enough; inconclusive means no clear call, values can overlap the other calls; tested in BHK-21 cells;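 further: 0% = median of neutral control wells and 100% = median of positive control wells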
CFTR F508del cor: correctors of CFTR F508del function in bronchial epithelial cells | hit rate 0.36% among 350,000 | CFBE cells, YFP halide quenching; stimulated with forskolin plus potentiator P3; % fluorescence drop versus neutral controls | activity (quench increase), % at 7.58 µM;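 active means mean added fluorescence quench of at least 8% versus neutral control, with both replicates also reaching 8%; inconclusive means only one of the mean or replicate conditions met; inactive means mean below 8% and not both replicates reaching 8%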;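 further: cells transiently co-express mutant CFTR-F508del with the halide-sensitive YFP; corrector assay measuring rescue of mutant channel to the surface after 24 h compound exposure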
XiGFP reactiv: X-chromosome reactivation activator | activation, % at 7.58 µM | AID 743238 | XiGFP mouse fibroblasts, % GFP-positive cells imaging, 3 d; cells co-treated with 5-aza-dC sensitizer; scaled so ellipticine positive control = 100% | hit rate 0.055% among 360,000;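 active means mean normalized replicate activation at least 10% and every replicate at or above 10%; inconclusive means only one of the two criteria met; inactive means mean below 10% and not all replicates reach 10%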;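 further: 0% = median of on-plate neutral control wells and 100% = ellipticine 6 µM median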
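System: 68-5-11 XiGFP fibroblast line; Timing: 3 days compound exposure; Compound dosing: one concentration, pinned; Benchmarks: positive control ellipticine, 6 µM final; Buffer or medium: DMEM containing 5-aza-dC.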
ERp5 block: ERp5 (human) disulfide isomerase inhibition; AID 651711; ERp5 insulin aggregation, absorbance 650 nm, 90 min; hit rate 0.05% among 350,000; Q15084; inhibition, % at 9.99 µM;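 active means mean replicate inhibition above about 25%, with every replicate also reaching it, limit read from the data, passing the limit was not always enough; inconclusive means only one of those two criteria met; inactive means neither criterion met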
Target sequence (Q15084 whole entry, looked up): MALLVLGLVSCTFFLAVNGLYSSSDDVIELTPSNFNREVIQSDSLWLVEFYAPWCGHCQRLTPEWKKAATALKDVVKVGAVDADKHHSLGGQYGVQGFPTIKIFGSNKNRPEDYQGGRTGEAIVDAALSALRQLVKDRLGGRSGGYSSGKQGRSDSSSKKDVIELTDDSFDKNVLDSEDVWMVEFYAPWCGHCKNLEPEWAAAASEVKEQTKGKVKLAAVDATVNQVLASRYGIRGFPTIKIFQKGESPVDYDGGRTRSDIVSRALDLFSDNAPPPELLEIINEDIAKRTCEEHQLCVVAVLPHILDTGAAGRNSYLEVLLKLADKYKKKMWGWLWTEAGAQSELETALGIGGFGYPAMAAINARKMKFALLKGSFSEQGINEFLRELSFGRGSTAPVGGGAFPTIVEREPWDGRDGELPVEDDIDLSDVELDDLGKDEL
GSIS activator: primary screen for activators of insulin secretion dependent on glucose, INS-1E cells, GLuc reporter luminescence | AID 743287 | hit rate 0.61% among 370,000 | activation, % at 16.6 µM | INS-1E GLuc reporter insulin secretion, 2-3 h;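 active means lowest replicate activation of at least 40%, so every replicate reaches that level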;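 further: 0% = median of neutral control wells and 100% = median of IBMX positive control wells; some compounds called inactive have numbers as strong as hits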
* hit, by the source's call; ? = inconclusive; / = not tested or not shown. Rows are unselected; any-hit rate near 4.2%.

SMILES	ARNT-TACC3 inh	PAX8 reporter	EWS-Fli inh	DENV2 CPE rescue	CFTR F508del cor	XiGFP reactiv	ERp5 block	GSIS activator
CCc1ccc(CNC(=O)c2cc3c(C)nc4ccccc4c3o2)cc1	2	4	13	1	0.0	0.2	0	-36
O=C(C[C@@H]1C=C[C@@H](NC(=O)C2CCOCC2)[C@@H](CO)O1)Nc1nccs1	/	17	8	11	1.5	0.3	0	25
Cc1ccc(CNC(=S)NC2CCCCC2)cc1	-1	-3	/	-3	-1.9	-0.2	4	-46
CC(=O)O[C@H]1C(=O)[C@]2(C)[C@H]([C@H](OC(=O)c3ccccc3)[C@]3(O)C[C@H](OC(=O)[C@H](O)[C@@H](NC(=O)c4ccccc4)c4ccccc4)C(C)=C1C3(C)C)[C@]1(OC(C)=O)CO[C@@H]1C[C@@H]2O	3	40	61*	0	10*	0.5	2	-14
O=C(OCc1cc(=O)n2ccsc2n1)c1ccc(OC(F)F)cc1	-7	13	6	-3	-8.1	-0.1	9	1
COc1ccc(OC)c(N(CC(=O)NC2CC3CCC2C3)S(=O)(=O)c2ccccc2)c1 (stereo not drawn)	-9	-2	8	-6	0.4	0.4	0	-12
O=C(c1ccccc1)c1ccc(OCC(O)CNCc2ccc(Cl)cc2)cc1 (stereo not drawn)	-6	3	10	3	4.1	0.1	0	-44
O=C(C[C@@H]1CC[C@H]2[C@@H](COC[C@H](O)CN2C(=O)c2cnccn2)O1)NCc1ccc(Oc2ccccc2)cc1	-4	/	/	1	2.3	0.1	/	4
COc1ccc(Nc2nnc(SCC3CCCCO3)s2)cc1 (stereo not drawn)	0	-31	-10	-1	1.9	0.0	5	10
CN1C(=O)c2cc(NC(=O)C3CC3)ccc2OC[C@@H]2O[C@H](CC(=O)O)CC[C@H]21	/	/	-7	8	-0.4	0.0	-9	-1
COc1ccc(S(=O)(=O)N2CCOC2CNC(=O)C(=O)NCCCc2ccccc2)cc1 (stereo not drawn)	-2	1	/	-8	-0.1	0.0	8	-18
O=C(C[C@@H]1CC[C@H]2[C@@H](COC[C@H](O)CN2Cc2ccccc2)O1)N[C@H]1CCN(Cc2ccccc2)C1	7	1	-8	0	1.9	0.0	2	7
CCC(C)[C@H](N)c1nnc(SCC(=O)Nc2ccc(C)cc2C)o1 (stereo partly drawn)	9	4	2	-2	0.5	0.5	6	2
COC1=CC(=O)OC(c2ccc(C#N)cc2)C1 (stereo not drawn)	/	5	-1	-4	0.3	-0.1	3	-16
CCCNC(=O)N(C)C[C@@H]1Oc2cc(Br)ccc2S(=O)(=O)N([C@@H](C)CO)C[C@@H]1C	-11	/	1	-1	-1.0	-0.6	-2	17
CCN(CC(=O)NCCC1=CCCCC1)S(=O)(=O)c1ccccc1	1	43	-4	-2	-1.5	0.0	1	-2
Cc1ccccc1Nc1nc(N)nc(CSCC(=O)Nc2cccc(Br)c2)n1	13	11	9	-3	/	0.2	-5	-40
O=C(C[C@@H]1C=C[C@H](NS(=O)(=O)c2ccccc2)[C@@H](CO)O1)NCc1ccccc1F	-22	-9	-8	-1	2.9	0.0	-3	15
O=C(CN1CCCC1)NC(=O)NC1CCCC1	1	-69	2	?	0.2	-0.1	5	-1
C[C@@H]1CN([C@@H](C)CO)C(=O)Cc2cc(N(C)C)ccc2O[C@@H]1CN(C)S(=O)(=O)c1ccc(F)cc1	-3	-2	-9	-10	1.6	0.1	-2	33

Single records, from the list above:
CCCNC(=O)N(C)C[C@@H]1Oc2cc(Br)ccc2S(=O)(=O)N([C@@H](C)CO)C[C@@H]1C is entered as ARNT-TACC3 inh: -11; PAX8 reporter: /; EWS-Fli inh: 1; DENV2 CPE rescue: -1; CFTR F508del cor: -1.0; XiGFP reactiv: -0.6; ERp5 block: -2; GSIS activator: 17
CCC(C)[C@H](N)c1nnc(SCC(=O)Nc2ccc(C)cc2C)o1 (stereo partly drawn) is entered as ARNT-TACC3 inh: 9; PAX8 reporter: 4; EWS-Fli inh: 2; DENV2 CPE rescue: -2; CFTR F508del cor: 0.5; XiGFP reactiv: 0.5; ERp5 block: 6; GSIS activator: 2

The list goes on.
SMILES	ARNT-TACC3 inh	PAX8 reporter	EWS-Fli inh	DENV2 CPE rescue	CFTR F508del cor	XiGFP reactiv	ERp5 block	GSIS activator
O=C(O)COc1ccc(/C=C/C(=O)c2ccc(C3CCCCC3)cc2)cc1	/	-40	-25	-4	-0.5	0.0	2	-2
Cc1ccccc1-n1nnnc1SCC(=O)NNC(=O)c1ccc(NC(=O)CC#N)cc1	3	-7	1	-3	-11	4.8	2	4
Cc1c(NC(=O)c2cc(-c3cccs3)on2)c(=O)n(-c2ccccc2)n1C	-11	/	-2	8	-1.9	/	-7	-9
CO[C@@H]1CN(C)C(=O)c2ccc(NC(=O)C3CCCC3)cc2OC[C@@H](C)N(CCC(F)(F)F)C[C@H]1C	-6	/	-9	-2	2.0	0.3	-3	-24
C[N+](C)(CCOc1ccccc1)Cc1ccccc1 (tested in a mixture with another compound)	-25	17	/	7	2.7	0.0	4	28
COc1ccc(CNCC(=O)Nc2cccc(S(N)(=O)=O)c2)cc1	-4	-27	9	2	-0.8	0.6	3	18
CCCn1cnc2cc(NC(=O)c3ccco3)ccc21	4	-76	/	5	-3.1	-0.1	-8	7
CCc1ccc(CNC(=O)c2ccc(OC3CCN(C(=O)COC)CC3)cc2)nc1	11	9	2	6	1.2	0.1	-3	-7
C[C@H]1CN([C@@H](C)CO)C(=O)c2cc(C3=CCCCC3)cnc2O[C@@H]1CN(C)C(=O)c1cccnc1	-2	/	-14	3	-3.5	-0.1	18	-10
Cc1cccc2cc(-c3ccccc3)c(-c3ccccc3)c[n+]12	5	32	17	1	-0.2	-0.1	7	-35
Cc1cc(C)cc(NC(=O)c2cc(C)n(Cc3cccs3)c2C)c1	-4	-52	-59	-4	2.5	-0.1	0	-7
COc1ccc(S(=O)(=O)N2CCC[C@H]2C(=O)N2CCC[C@H]2C(=O)NCc2ccccn2)cc1C	/	11	-2	-1	-3.9	0.1	-7	18
O=S(=O)(Nc1cccc(S(=O)(=O)N2CCCC2)c1)c1ccc(Cl)cc1	-5	-10	9	-4	3.4	0.1	4	-28
CSc1sc(-c2nnc(SCC(=O)Nc3ccccc3)n2C)c2c1C=CCC2	/	4	12	1	-1.4	0.0	0	/
COc1cccc(C(NC(C)=O)c2nc(-c3csc4ccccc34)cs2)c1 (stereo not drawn)	/	5	-4	?	2.8	0.3	2	-30
CC(C)(NC(=O)NC(CO)c1ccccc1)c1cccc(C(C)(C)NC(=O)NC(CO)c2ccccc2)c1 (stereo not drawn)	-8	-1	-14	-11	0.8	0.3	2	-7
CC(=O)OCC(=O)Nc1cc(S(=O)(=O)N2CCCCCC2)ccc1Cl	0	-11	-3	-5	-0.8	0.0	4	20
CN(C(=O)c1ccccc1OCc1ccc(Cl)cc1)c1ccccc1	-21	7	/	-2	3.4	-0.1	6	-66
CC(=O)Nc1ccc(-c2csc(N/N=C\c3ccncc3)n2)cc1	/	13	2	-3	-3.6	-0.1	9	6
COc1ccccc1N1CCN(C2CCCN(C(=O)c3cccc(-c4ccco4)c3)C2)CC1 (stereo not drawn)	6	21	4	44*	-1.5	0.2	-13	8
CN1CCN(C(=O)c2cn(C)c3ccc(S(=O)(=O)N(C)C4CCCCC4)cc3c2=O)CC1	/	1	-3	9	-1.7	0.2	0	9
CCN1CCC(NC(=O)Nc2ccc(F)cc2)CC1	5	4	2	-1	-4.0	0.2	3	5
CC(SCc1ccc(C(=O)O)o1)c1ccc(C(=O)O)o1 (stereo not drawn)	-3	-7	-2	10	-0.8	0.2	-1	20
CN1CCCN(C(=O)CNC(=O)c2ccccc2F)CC1	-1	-22	-14	-1	0.1	0.0	4	1
Cc1ccc(C)n1-c1ccc(N2CCOCC2)nc1	1	/	3	-4	-0.4	/	4	-8
CC1CCN(CC(=O)Nc2nn(-c3ccccc3)nc2C(N)=O)CC1	-4	-10	/	/	/	0.0	/	-6
CC(CNC(=O)CC[C@H]1O[C@@H](n2ccc(=O)[nH]c2=O)[C@H](O)[C@@H]1O)c1ccccc1 (stereo partly drawn)	/	-6	0	?	-2.6	0.2	-1	/
CN1CCN(c2c([N+](=O)[O-])cnc3ccccc23)CC1	-4	8	1	2	0.3	0.0	2	16
COc1ccc(C(=O)Cn2cc([N+](=O)[O-])nc2C)cc1	0	8	-5	0	-5.8	0.0	2	-2
CC(=O)N[C@H]1[C@H](OCc2ccccc2F)O[C@H](COC(C)=O)[C@@H](OC(C)=O)[C@@H]1OC(C)=O	-3	17	1	9	-3.7	0.0	0	12
O=S(=O)(c1ccccc1)c1nc(-c2ccccc2)oc1N1CCOCC1	1	0	-6	-6	-1.0	0.1	-6	-2
O=C(NC(=S)Nc1ccccc1N1CCOCC1)c1cccc([N+](=O)[O-])c1	2	10	/	-4	0.4	-0.1	0	-7
CC(=O)N1c2ccccc2C2(C)C(C1(C)C)C2(Cl)Cl (stereo not drawn)	-5	-21	-23	4	-2.7	0.0	1	-5
C[C@H](CO)N1C[C@H](C)[C@@H](CN(C)C(=O)C2CCCCC2)Oc2ncc(C#CC(C)(C)O)cc2C1=O	/	/	14	/	-5.8	-1.1	/	0
O=C(Cc1ccccn1)N1CC(=O)N2[C@H](CO)[C@H](c3ccc(-c4ccccc4)cc3)[C@@H]2C1	/	-20	-1	-9	-0.9	0.1	8	-6
COc1ccc(-n2c(Cc3cccn3C)nnc2SCC(=O)Nc2ccc(C)c(Cl)c2)cc1	/	17	11	-10	0.8	0.0	2	2
COc1cc(/C=C2/C(=N)N3C=CSC3=NC2=O)ccc1OCCCOc1c(C)cccc1C	-3	/	-14	0	0.6	/	5	-27
Cc1nc2sccn2c(=O)c1S(=O)(=O)Nc1cccc(Cl)c1C	-1	-3	0	20	-0.2	0.0	6	-24
Cc1ccccc1S(=O)(=O)N[C@H]1CC[C@@H](CCn2cc(-c3ccc(F)cc3)nn2)O[C@H]1CO	-1	5	7	6	-2.1	0.0	-5	-15
COc1ccc(Oc2cccc3c2S(=O)(=O)N(C2CC2)C[C@@H](COCc2ccccc2)O3)cc1	/	44	17	1	5.3	0.0	2	-7
N#C[C@@H]1[C@H](c2ccccc2)[C@@H](CO)N1S(=O)(=O)Cc1ccccc1	5	-10	-5	0	0.2	0.2	2	11
COc1ccc(CNC(=O)C(=O)NCC2CCCN2S(=O)(=O)c2ccccc2)cc1 (stereo not drawn)	-2	22	-2	-3	-2.0	0.0	1	5
COc1cccc(CNC(=O)C[C@H]2CC[C@H](NC(=O)C3CCOCC3)[C@@H](CO)O2)c1	0	-9	-9	8	1.0	-0.2	-4	10
CCCCOC(=O)/C(=C/C=C/c1ccccc1)NC(=O)c1ccccc1	11	-17	-22	0	1.3	0.1	1	-20
Nc1ccccc1NC(=O)CCn1c(=S)[nH]c2ccccc2c1=O	4	15	/	1	2.6	0.2	2	8
C#CC1(O)CCC2C3CCc4cc(O)cc(C)c4C3CCC21C (stereo not drawn)	/	16	-2	8	1.7	0.0	1	-23
Cc1ccc(S(=O)(=O)N2C[C@H](O)COC[C@H]3O[C@@H](CC(=O)NCCN4CCCCC4)CC[C@@H]32)cc1	3	2	-60	-2	-0.3	0.0	0	18
Cc1ccccc1OCCSc1nnc(-c2cccnc2)n1N	/	-3	-3	-2	-3.3	0.1	-3	-3
Cc1ccc(S(=O)(=O)N/N=C\C=C\c2ccccc2)cc1	/	/	-4	8	1.4	/	3	-3
